# Source: PubChem (National Center for Advancing Translational Sciences (NCATS))
# Tau ThT inhib = blocks human tau fibril formation measured by thioflavin T. P10636. recombinant tau K18 P301L, heparin-induced fibrillization, ThT fluorescence. Potency, µM (series often up to 57.4 µM), for the others: at the top dose activity, negative = inhibition, usual class: inhibitors. 2.1% of 270,000 active; also: % is scaled to controls: 0 for no effect and ±100 for the full control effect; nearly all actives have a fitted effect of over 55% in size
# Target sequence (P10636 561-689 P618L limits assumed): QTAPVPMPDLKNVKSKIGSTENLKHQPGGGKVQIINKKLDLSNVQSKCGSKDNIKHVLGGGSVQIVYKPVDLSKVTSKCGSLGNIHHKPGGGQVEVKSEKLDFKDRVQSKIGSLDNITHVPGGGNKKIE
#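 ThT emission at 510 nm, taken 1 hr after adding 30 uM dye, quantifies aggregates formed when 20 uM heparin acts on human tau K18 P301L for 6 hr at 37 C.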
# aGlu spleen mod = inhibits or activates alpha-glucosidase in human spleen homogenate; P10253; AID 2112; human spleen homogenate, 4-MU-alpha-glucoside fluorescence; 0.006% of 240,000 active; Potency, µM (series often up to 79.9 µM), inactives show at the top dose activity change, negative = inhibition, usual class: inhibitors;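 also: 0% = enzyme with vehicle and -100% = no enzyme basal signal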
#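 Enzyme source: human spleen homogenate, 1 ug/well. Buffer 50 mM citric acid/K phosphate pH 5.0, 0.01% Tween-20. 4-MU-alpha-glucoside 1 mM; 37 C x 40 min; NaOH/glycine stop; fluorescence.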
# Tau fluor cs = counter-screen for tau fibril formation inhibitors | 0.93% of 280,000 active | Potency, µM (doses to about 57.7 µM), without a hit: top-dose activity change, negative = decrease | tau K18 P301L (four-repeat tau fragment) Alexa594 fluorescence, heparin fibrillization | AID 1463; also: % is scaled to controls: 0 for no effect and ±100 for the full control effect; nearly all actives have a fitted effect of over 55% in size
#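 Human K18 P301L tau (15 uM unlabeled plus 0.24 uM Alexa 594-labeled, final) in 100 mM sodium acetate pH 7 was mixed with compound and 20 uM heparin and incubated 6 hr at 37 C.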
# aGal spleen mod = alpha-galactosidase A (human) modulation; 0.008% of 240,000 active; P06280; human spleen homogenate, 4MU-alpha-Gal fluorescence, 40 min; Potency, µM (highest dose often 80 µM), for the others: at the top dose activity change, negative = inhibition, usual class: inhibitors;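 also: 0% = enzyme with vehicle and -100% = no enzyme basal signal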
# Target sequence (P06280 32-429 limits assumed): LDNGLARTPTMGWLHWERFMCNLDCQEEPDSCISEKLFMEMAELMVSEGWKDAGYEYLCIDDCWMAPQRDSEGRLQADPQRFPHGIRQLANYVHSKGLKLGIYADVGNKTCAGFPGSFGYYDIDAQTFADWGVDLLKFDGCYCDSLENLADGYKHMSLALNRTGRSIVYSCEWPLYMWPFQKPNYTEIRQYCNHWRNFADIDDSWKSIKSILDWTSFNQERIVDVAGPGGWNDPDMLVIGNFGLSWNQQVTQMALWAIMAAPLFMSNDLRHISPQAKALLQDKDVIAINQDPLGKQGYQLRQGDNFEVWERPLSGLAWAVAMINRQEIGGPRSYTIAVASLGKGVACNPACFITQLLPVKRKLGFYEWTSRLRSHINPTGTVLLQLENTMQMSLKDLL
#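 Spleen homogenate 1 ug + cpd (titration) + 4-MU-alpha-D-galactopyranoside 1 mM; 37C 40 min; 50 mM citrate/phosphate pH 5.0, 0.01% Tween-20; stop pH 10; fluorescence 365/440; AC50 via Hill.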
# HTT cytoprotect = cytoprotection in Huntington HTT-Q103 PC12 cell model. Potency, µM (highest dose often 56.4 µM), inactives show cytoprotection (ATP increase), most hits filed as activators. PC12 HTT-Q103 induced, cytoprotection, ATP luminescence, 40 h. 0.14% of 230,000 active;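 also: % of control where 0% means no effect; nearly all actives have a fitted effect of over 45% in size; toxic huntingtin expression switched on by the ecdysone agonist tebufenozide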
#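 Compounds were screened for protection of PC12 cells against cell death after tebufenozide induction (100 nM final) of mutant Huntingtin exon 1 (Q103) fused to GFP.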
# GAA glycogen mod = alters human alpha-glucosidase cleavage of glycogen. P10253. recombinant GAA, glycogen substrate, Amplex Red glucose oxidase fluorescence. Potency, µM (series often up to 76.4 µM), without a hit: at the highest dose activity change, negative = inhibition, usual class: inhibitors. 0.38% of 300,000 active. AID 2100;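 also: 0% = full enzyme reaction and -100% = no-enzyme basal signal; the screen sought inhibitors and activators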
#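 Natural-substrate format: glycogen cleavage by 4 nM human enzyme, glucose read by Amplex Red coupling (Ex 573, Em 610 nm). Normalized to enzyme and no-enzyme controls.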
# GAA inhib = inhibitors of human lysosomal alpha-glucosidase. P10253. purified human GAA, 4-MU-alpha-glucoside fluorescence. 0.005% of 200,000 active. AID 1466. Potency, µM (titrated, usually from 76.9 µM), for inactives: at the highest dose activity change, negative = inhibition, actives largely listed as inhibitors;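 also: plate controls were uninhibited enzyme wells for no effect and no-enzyme background for full effect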
#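 Endpoint fluorogenic read: 20 min room-temperature reaction of 4 nM human alpha-glucosidase with 400 uM 4-methylumbelliferyl-alpha-D-pyranoside, pH 5.0, quenched with 1M NaOH/1M glycine pH 10. AC50 from Hill modeling.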
# Tau fibril FP = tau fibrillization inhibition (FP); 0.39% of 280,000 active; P10636; Potency, µM (series often up to 57.7 µM), for the others: top-dose activity, negative = inhibition, most hits filed as inhibitors; K18 P301L tau heparin fibrillization, Alexa594 FP, 6 h; also: % is scaled to controls: 0 for no effect and ±100 for the full control effect; nearly all actives have a fitted effect of over 55% in size
#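 Steps: dispense K18 P301L tau (15 uM plus 0.24 uM Alexa 594 tracer, final) in pH 7 sodium acetate; add compound; add heparin (20 uM final); incubate 6 hr, 37 C; add ThT (30 uM final); after 1 hr ambient, read FP.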
# * = called active by the depositor; ? = inconclusive; nt = not tested or not shown; & = joins results of further samples; [ ] = another dose, or the depositor's remark. Calls follow the shape of the dose curve; as a rule, active = well fitted curve in the direction sought with a large enough effect; inconclusive = small, poorly fitted or top-dose-only effect, or another doubt; inactive = no such curve, though single readings can be large; an effect the other way counts as inactive or inconclusive. Potency is read from the fitted curve at half-maximal effect. Rows were taken by chance. About 3.3% of those tested had a hit in this group.
SMILES,Tau ThT inhib,aGlu spleen mod,Tau fluor cs,aGal spleen mod,HTT cytoprotect,GAA glycogen mod,GAA inhib,Tau fibril FP
Cc1cc(C2(c3ccc(O)c(C)c3)C(=O)Nc3ccccc32)ccc1O,0%,-1%,?,8%,-20%,-14%,-5%,?
CCNc1nc(NCc2ccccc2)nc(SCC(N)=O)n1,-9%,4%,-6%,3%,-35%,4%,-1%,-4%
CC(C)C(=O)NC(=S)N(Cc1ccccc1)Cc1ccccc1,-12%,-9%,-21%,7%,24%[10 µM],-8%,-2%,0%
COC(=O)[C@@H](NC(=O)NCc1ccccc1Cl)C(C)C,2%,-4%,5%,2%,-5%[0.074 µM],-1%,-3%,3%
CCC(Sc1nc(C)cc(=O)[nH]1)C(=O)Nc1sc2c(c1C#N)CCCC2 (stereo not drawn),-12%,9%,-11%,8%,-5%,-8%,?,-8%
C=CCOc1ccc(CNc2ccc3[nH]c(=O)[nH]c3c2)cc1OCC,0%,0%,7%,-5%,-12%[10 µM],10%,6%,13%
COC(=O)NC(c1cccc(C)c1)[C@]1(C(C)=O)CCOC1=O (stereo partly drawn),-11%[11.5 µM],11%[17.4 µM],7%[11.6 µM],25%[17.5 µM],-49%[inhibitor][10 µM],nt,nt,6%[11.6 µM]
CC(C)[C@H](NC(=O)[C@@H]1Cc2ccccc2CN1C(=O)OC(C)(C)C)C(=O)NCC1CCC(C(=O)O)CC1 (stereo partly drawn),1%,3%,4%,5%,-19%[10 µM],5%,nt,-2%
O=C(Nc1ccc(N2CCCCC2)cc1)c1ccccn1,?,-6%,-4%,6%,nt,-15%,1%,9%
O=[N+]([O-])c1cccc(-c2noc(COc3ccccc3)n2)c1,-17%,-3%,-23%,-1%,-17%,2%,1%,-3%
CCn1nc(C(=O)N[C@@H](CCSC)c2nc3ccccc3[nH]2)c2ccccc2c1=O,-12%,-5%,-19%,-11%,-23%[10 µM],-7%,0%,-4%
Cc1ccc(-n2nc(C)cc2N)c(C)c1,0%,3%,1%,3%,-19%,-10%,-9%,1%
CC(NC(N)=O)C(=O)Nc1ccc(Cl)c(S(=O)(=O)Nc2ccc(Br)cc2)c1 (stereo not drawn),-1%,2%,-16%,6%,-14%,-15%,-32%,-13%
O=C(Cn1c(-c2ccccc2Cl)nc2ccccc21)Nc1cccc(Cl)c1,2%,-5%,-23%,0%,-15%[1.9 µM],-10%,-6%,-4%
COCCNC(=O)CC(c1ccccc1)c1ccccc1,0%,2%,5%,0%,-9%,4%,1%,12%
Cc1ccc(-n2nc(C)c3cc(C(=O)O)sc32)cc1,2%,-6%,8%,-5%,3%[1.9 µM],1%,0%,9%
O=C(CNc1n[nH]c(=O)[nH]c1=O)N/N=C/c1cccnc1,-3%,-9%,0%,7%,3%[10 µM],-3%,5%,3%
Cc1ccc2[nH]c3c(=O)n(Cc4ccncc4)cnc3c2c1,-15%,-3%,-2%,-1%,-13%,0%,-8%,4%
Nc1nnc(CCCCc2cccs2)o1,-12%,-3%,-19%,0%,-16%,-6%,-5%,-11%
CC(=O)Nc1ccccc1C(=O)C(=O)Nc1ccc(C(=O)NCC2CCCO2)cc1 (stereo not drawn),-6%,-3%,-6%,-3%,-35%[inhibitor],3%,5%,-1%
O=c1cc(O)c2ccc(O)cc2o1,-9%,0%,-4%,-5%,4%[10 µM],-6%,nt,2%
O=C(NCCC1=CCCCC1)c1cc(-c2ccncc2)nc2ccccc12,-10%,-5%,-10%,-17%,-37%,1%,-1%,15%
COc1ccc2c(c1)sc1ncc(C(=O)NCc3cccc(Cl)c3)c(=O)n12,7%,nt,-12%,nt,nt,1%[76.3 µM],nt,-12%
Cn1c(SCC(=O)Nc2ccccc2[N+](=O)[O-])nnc1C(F)(F)F,-3%,nt,-4%,5%,-19%,7%,0%,4%
O=C(O)CCC(=O)N1N=C(c2ccccc2)CC1c1cccs1 (stereo not drawn),-2%,1%,9%,-4%,3%[10 µM],11%,nt,9%
O=S(=O)(c1ccc(-c2ccon2)s1)N1CCCC1,-7%,1%,-11%,8%,10%[10 µM],-5%,nt,-12%
COc1ccc(OC)c(S(=O)(=O)n2nnc3ccccc32)c1,5%,1%,4%,-9%,-19%,-2%,-3%,-6%
Cc1ccc(NC(=O)CN(C)S(=O)(=O)c2cccc3nsnc23)cc1Cl,-19%,1%,-30%,-6%,12%[10 µM],1%,-4%,-6%
Cc1ccc(COC(=O)c2nn(-c3ccccc3)nc2N)cc1,?,-5%,?,1%,-45%,-12%,3%,?
COc1ccc(-c2cc(-c3ccccc3)c(C#N)c(S(C)=O)n2)cc1 (stereo not drawn),?,12%,-17%,?,?,0%,?,-8%

# Given with bars between the fields: five of the compounds above.
smiles | Tau ThT inhib | aGlu spleen mod | Tau fluor cs | aGal spleen mod | HTT cytoprotect | GAA glycogen mod | GAA inhib | Tau fibril FP
Cc1ccc(COC(=O)c2nn(-c3ccccc3)nc2N)cc1 | ? | -5% | ? | 1% | -45% | -12% | 3% | ?
O=C(NCCC1=CCCCC1)c1cc(-c2ccncc2)nc2ccccc12 | -10% | -5% | -10% | -17% | -37% | 1% | -1% | 15%
O=S(=O)(c1ccc(-c2ccon2)s1)N1CCCC1 | -7% | 1% | -11% | 8% | 10%[10 µM] | -5% | nt | -12%
Cc1ccc(NC(=O)CN(C)S(=O)(=O)c2cccc3nsnc23)cc1Cl | -19% | 1% | -30% | -6% | 12%[10 µM] | 1% | -4% | -6%
COc1ccc2c(c1)sc1ncc(C(=O)NCc3cccc(Cl)c3)c(=O)n12 | 7% | nt | -12% | nt | nt | 1%[76.3 µM] | nt | -12%

# Other records
SMILES,Tau ThT inhib,aGlu spleen mod,Tau fluor cs,aGal spleen mod,HTT cytoprotect,GAA glycogen mod,GAA inhib,Tau fibril FP
Cc1ncc([N+](=O)[O-])n1CCOC(=O)c1ccc(Cl)cc1Cl,-7%,-2%,-7%,-14%,-21%,4%,2%,0%
O=C(CCc1ccccc1)NNC(=O)c1ccc(F)cc1,-1%,7%,-3%,5%,-34%[10 µM],7%,?,-3%
Cc1ccc(CNC(=O)NC23CC4CC(CC(C4)C2)C3)cc1,-6%,3%,-4%,-9%,nt,6%,-1%,-3%
CC1(C)OC2CC3C4CCC5=CC(=O)CCC5(C)C4(F)C(O)CC3(C)[C@]2(C(=O)CCl)O1 (stereo partly drawn),-10%,-20%,-24%,-19%,-57%[inhibitor],nt,nt,-2%
CSCC(=O)Nc1cc(C)on1,-3%,-3%,3%,-1%,-7%[10 µM],8%,nt,?
CCn1cc(C(=O)Nc2cccc(NC(C)=O)c2)c2cc(OC)c(OC)cc2c1=O,-3%,-6%,-7%,-3%,-8%,-3%,-14%,-9%
Cc1ccc(NCc2n[nH]c(=S)n2-c2ccccc2)cc1Cl,-24%,1%,-28%,3%,-41%[inhibitor],1%,-1%,1%
C=CCn1c(SCC(=O)NCc2ccco2)nc2sc3c(c2c1=O)CCCC3,7%,0%,-2%,1%,-9%,-1%,5%,-6%
N#CCCn1nc(-c2ccc(Cl)cc2)cc1Nc1ccccc1NC(=O)C(F)(F)F,-2%,-3%,1%,0%,8%[10 µM],?,1%,1%
NC(CO)C12CC3CC(CC(C3)C1)C2 (stereo not drawn),5%,-6%,-2%,7%,5%[10 µM],6%,nt,-9%
O=C(C#Cc1cccc([N+](=O)[O-])c1)c1ccccc1,?,-6%,?,2%,-114%[inhibitor],10%,0%,-11%
CC1(C)NC(=O)N(CC(O)COc2ccc(N3C(=O)c4ccccc4C3=O)cc2)C1=O (stereo not drawn),-11%,2%,-10%,-2%,0%,-13%,1%,-12%
CCCOc1ccc(C(=O)Nc2cc(-c3nc4cc(C)cc(C)c4o3)ccc2C)cc1,-3%,nt,3%,nt,nt,13%[76.3 µM],nt,2%
C=CCNC(=S)NC(=O)c1csc([N+](=O)[O-])c1,?,3%,-12%,1%,18%[10 µM],-2%,nt,-11%
CN(C)C(=O)/C=C\c1cn(-c2ccccc2)nc1-c1ccc2c(c1)OCCO2,-16%,0%,?,-1%,14%,-7%,-7%,-9%
CS(=O)(=O)c1ccc(C(=O)Nc2ccccc2Cl)cc1,0%,7%,4%,6%,1%[10 µM],1%,-9%,6%
O=C(O)C1C2C=CC3(CN(c4cccc(C(F)(F)F)c4)C(=O)C13)O2 (stereo not drawn),-4%,4%,-1%,3%,-8%[0.074 µM],-6%,6%,10%
CCOc1ccc(Nc2cc(C)nc3nncn23)cc1,-2%,nt,0%,nt,nt,-2%[76.3 µM],nt,8%
O=C(O)CNC(=O)c1ccc(Sc2ccccc2)c([N+](=O)[O-])c1,-1%,1%,10%,-1%,-22%,5%,3%,6%
Cc1[nH]nc2ncc(C(=O)c3cc(F)ccc3O)cc12,-14%,-9%,-16%,4%,-4%,1%,-1%,-7%
COCC(C)N=CC1=C(O)CC(C)(C)CC1=O (stereo not drawn),-2%,5%,-3%,-1%,-7%,1%,-6%,1%
O=c1c(F)cn(C2CCCO2)c(=O)n1Cc1c(Cl)cccc1Cl (stereo not drawn),-3%,-4%,-3%,3%,-13%,-8%,0%,-1%
CN(C)S(=O)(=O)Nc1ccccn1,3%,0%,6%,0%,-19%&2%[10 µM],-1%,nt,6%
Clc1ccc(OCc2nnc3n2CCCCC3)c(Cl)c1,-4%,6%,-9%,5%,40%[10 µM],?,nt,-2%
O=C(NCC(c1cccs1)N1CCOCC1)c1ccc(Cl)c(S(=O)(=O)N2CCOCC2)c1 (stereo not drawn),-2%,3%,-5%,-2%,4%[10 µM],15%,nt,5%
CCc1ccccc1NC(=O)N[C@@H](C)C(=O)OC,4%,0%,0%,-1%,-5%,2%,-10%,4%
O=C(CCSCc1ccccc1F)NCc1cccnc1,-7%,0%,-5%,-1%,-13%,1%,6%,-3%
Cc1nn(CC(=O)NNC(=S)Nc2ccccc2)c(C)c1[N+](=O)[O-],-14%,-2%,-9%,1%,-1%[10 µM],-23%,1%,0%
CC(NC(=O)C1CCN(c2nnc(-n3cccc3)s2)CC1)C12CC3CC(CC(C3)C1)C2 (stereo not drawn),-4%,-2%,-2%,5%,-20%,13%,-9%,6%
